Bioassay records deposited in PubChem BioAssay by National Center for Advancing Translational Sciences (NCATS).
HCV inh: HCV inhibition; hit rate 3.4% among 340,000; Huh7.5.1 HCVcc-Cre infection, luciferase reporter, 44 h; Potency, µM (highest dose often 41.8 µM), without a hit: at the highest dose activity change, negative = inhibition, most hits filed as inhibitors; AID 651820; also: potency is read from the fitted curve at half-maximal effect; % is scaled to controls: 0 for no effect and ±100 for the full control effect
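Luciferase read-out (15 sec integration) after a 15 min room-temperature substrate step quantifies HCVcc-Cre infection. Cells, 1,000 per well, had compound added 4 h post-plating, then virus at ~0.5 moi, and were cultured 44 h.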
LmPK inhibitor: blocks Leishmania mexicana pyruvate kinase activity; hit rate 0.37% among 290,000; purified LmPK, Kinase-Glo ATP luminescence, 1 h; Potency, µM (highest dose often 57.5 µM), for inactives: at the top dose activity change, negative = inhibition, hits mostly inhibitors; Q27686; AID 1721; also: potency is read from the fitted curve at half-maximal effect; % is scaled to controls: 0 for no effect and ±100 for the full control effect
Target sequence (Q27686 whole entry, looked up): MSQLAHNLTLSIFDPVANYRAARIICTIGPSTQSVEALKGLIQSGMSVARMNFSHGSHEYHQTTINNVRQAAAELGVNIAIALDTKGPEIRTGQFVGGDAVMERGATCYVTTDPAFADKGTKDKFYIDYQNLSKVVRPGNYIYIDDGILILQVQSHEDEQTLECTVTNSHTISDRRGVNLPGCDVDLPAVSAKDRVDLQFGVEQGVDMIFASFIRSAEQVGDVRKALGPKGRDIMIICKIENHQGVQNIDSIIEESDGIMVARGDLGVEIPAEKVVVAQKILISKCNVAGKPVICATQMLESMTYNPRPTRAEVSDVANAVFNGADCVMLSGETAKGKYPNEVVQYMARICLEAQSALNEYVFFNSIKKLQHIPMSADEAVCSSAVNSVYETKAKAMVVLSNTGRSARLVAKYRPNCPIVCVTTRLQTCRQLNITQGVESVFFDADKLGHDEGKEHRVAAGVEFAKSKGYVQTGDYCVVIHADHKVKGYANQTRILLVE
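Screened at intermediate enzyme activity to detect both inhibitors and activators: LmPK at 0.1 nM, with a 0.5 nM enzyme column as activation reference. PEP 0.5 mM, ADP 0.1 mM; ATP detected by luminescence after 1 h.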
Tb PYK inh: blocks Trypanosoma brucei pyruvate kinase; hit rate 0.12% among 410,000; Potency, µM (doses to about 76.8 µM), for inactives: top-dose activity, negative = inhibition, actives largely listed as inhibitors; AID 624173; Q57TT1; TbPYK enzyme, Kinase-Glo Plus ATP luminescence, 45 min; also: potency is read from the fitted curve at half-maximal effect; % is scaled to controls: 0 for no effect and ±100 for the full control effect; nearly all actives have a fitted effect of over 50% in size
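Assay buffer: 50 mM TEA pH 7.2, 100 mM KCl, 10 mM MgCl2, 0.05% BSA, 0.01% Tween-20. Pyruvate kinase from T. brucei plus substrate met compound, then ADP (130 uM final). Luminescence was read post 45 min RT.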
Pf growth 96h: inhibits malaria parasite growth, 96 h; P. falciparum luciferase reporter growth, 96 h; Potency, µM (titrated, usually from 28.7 µM), for the others: at the highest dose activity change, negative = inhibition, usual class: inhibitors; hit rate 6.9% among 320,000; AID 504834; also: potency is read from the fitted curve at half-maximal effect; % is scaled to controls: 0 for no effect and ±100 for the full control effect
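P. falciparum expressing integrated firefly luciferase grown in erythrocytes (2% hematocrit, 0.05% parasitemia final) with compounds for 96 hours at 37 C, 5% CO2. Growth inhibition read as loss of luminescence after adding luciferase detection reagent.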
Pf growth 48h: P. falciparum growth inhibition at 48 hours (one generation); P. falciparum luciferase growth in erythrocytes, 48 h; Potency, µM (doses to about 28.7 µM), for inactives: top-dose activity change, negative = inhibition, hits mostly inhibitors; hit rate 5.9% among 310,000; AID 504832; also: potency is read from the fitted curve at half-maximal effect; % is scaled to controls: 0 for no effect and ±100 for the full control effect
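Luminescence readout; reporter = integrated firefly luciferase in P. falciparum. RBC culture at 2% hematocrit, 0.1% parasitemia final, 37 C/5% CO2; decreased signal taken as growth inhibition.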
Cycloheximide cs: affects cycloheximide protein synthesis inhibition readout, counter-screen | cell reporter, cycloheximide protein synthesis inhibition counterscreen | max response, % | hit rate 12% among 300,000 | AID 2314; in the data active = max response mostly above about 13%, no sharp cut-off; inactive = mostly below about 14%; also: read at 38.3 µM for the half of the compounds with a filed dose; 0% is about no effect
Shiga toxin inh: inhibitors of Shiga toxin in Vero cells | Vero cells, Shiga toxin protein synthesis inhibition reporter | inhibition, % at 38.7 µM | hit rate 9.2% among 290,000; in the data active = inhibition mostly above about 28%, no sharp cut-off; inactive = mostly below about 43%; also: 0% is about no effect
* = called active by the depositor; ? = inconclusive; . = not tested or not shown; & = joins results of further samples; [ ] = dose if it differs, or a comment. Unless noted, calls follow the shape of the dose curve; as a rule, active = well fitted curve in the direction sought with a large enough effect; inconclusive = small, poorly fitted or top-dose-only effect, or another doubt; inactive = no such curve, though single readings can be large; an effect the other way counts as inactive or inconclusive. Rows were taken by chance; any-hit rate near 24%.

SMILES | HCV inh | LmPK inhibitor | Tb PYK inh | Pf growth 96h | Pf growth 48h | Cycloheximide cs | Shiga toxin inh
COC(=O)C1=CN(c2ccc(OC)cc2)C=C(C(=O)OC)C1c1ccc(C)c([N+](=O)[O-])c1 | ? | 3.2% | -5.9% | 19.7% | 13.1µM* | 0.7 | -5.4
CCOc1ccc(-c2nn(-c3ccccc3)cc2/C=C(\C#N)S(=O)(=O)c2ccccc2)cc1C | ? | -1.1% | -3.4% | 338.2%[activator] | ? | -0.1 | 2.7
Cc1cc2c(cc1S(=O)(=O)N1CCc3ccccc31)NC(=O)CO2 | ? | 4.7% | 1.1% | 175.2%[activator] | -8.1% | -1.1 | -12.3
CCCCc1nc2ccccc2c(=O)n1-c1ccccc1O | -5.6% | 3.8% | -1.6% | ? | ? | 7.5 | -1.0
O=C(O)COc1cccc(NC(=O)C2CCCO2)c1 (stereo unspecified) | 11.3% | -7.6% | -2.7% | 43.4%[activator] | -4.6% | -0.9 | 1.4
CN1CCN(NC(=O)COc2cccc(C(F)(F)F)c2)CC1 | -18.7% | -1.3% | 0.4% | ? | 3.5% | -2.8 | -1.6
CNC(=O)c1c(C)[nH]c(=S)c(C#N)c1-c1ccco1 | 7.8% | 29.0% | 7.94µM* | -20.6% | -3.7% | -0.2 | 7.8
Cc1ccccc1C(=O)N1CCC(C(=O)NC2CCCC2)CC1 | -4.3% | 2.7% | -9.1% | 99.8%[activator] | 3.2% | -4.0 | -8.0
COc1ccc(CNC(=O)CN(C)S(=O)(=O)c2ccccc2)cc1 | 4.7% | -0.6% | -5.6% | -11.3% | 16.4%[5.75 µM] | 1.0 | -10.6
CCOC(=O)C1=C(c2ccccc2)NC(SCC(=O)NC2CCCCC2)=C(C#N)C1c1ccco1 (stereo unspecified) | ? | 3.9% | -4.8% | 16.0% | 11.7µM* | -2.3 | -27.5
CNC(=S)Nc1ccc([N+](=O)[O-])cc1C | ? | 4.6% | -7.9% | -27.0% | -4.1% | -3.7 | -12.4
COc1cccc(NC(=O)[C@@H]2CCC(=O)N2C2OC(=O)c3ccccc32)c1 (stereo partly specified) | -3.3% | -5.4% | 2.1% | 18.9% | 31.8%[activator] | -0.3 | -3.5
Cc1nn(C2CCS(=O)(=O)C2)c2nc(C3CC3)cc(C(=O)Nc3ccc(C(N)=O)cc3)c12 (stereo unspecified) | -4.5% | . | -9.0% | ? | -13.7% | . | .
CCCN(CC(=O)Nc1ccccc1C)C(=O)c1ccc(N2CCCCC2)c([N+](=O)[O-])c1 | -7.3% | . | -0.7% | -3.9% | ? | . | .
CC(C)CCn1c(N)c(S(=O)(=O)c2cccs2)c2nc3ccccc3nc21 | ? | 4.4% | -6.0% | ? | ? | -2.7 | -2.6
O=C(c1ccccc1)c1c[nH]c(C(=O)NCc2cccnc2)c1 | 0.4% | 0.6% | 3.1% | -8.1% | 21.8% | -3.1 | -19.9
COc1ccc(C)cc1S(=O)(=O)N1CCN(c2cccc(C(F)(F)F)c2)CC1 | -16.5% | 3.6% | 1.1% | 4.7%[5.75 µM] | ? | -1.7 | -8.5
O=C(c1sc2ccccc2c1Cl)N1CCC2(CC1)OCCO2 | 14.9% | 5.3% | -0.6% | -2.9% | 26.2% | 11.5* | 17.4
CCCCN(Cc1ccccc1)C(=O)c1cnc2n(c1=O)CCS2 | 15.0% | -3.2% | -4.4% | ? | 4.9% | -3.9 | -5.0
S=C1NCN(Cc2cccnc2)CN1 | 15.9% | 7.1% | 1.6% | 14.2% | 14.0% | -0.2 | -7.3
O=C(N/N=C/c1ccnc2ccccc12)c1ccccc1O | 4.6% | -1.0% | 8.3% | ? | ? | 26.8* | 32.5
C=C(C)C(=O)OCC(O)COc1ccc(C(C)(C)c2ccc(OCC(O)COC(=O)C(=C)C)cc2)cc1 (stereo unspecified) | -0.9% | . | -40.3% | ? | ? | . | .
Cc1ccc(C(=O)Nc2ccc(C(=O)O)cc2)cc1S(=O)(=O)NCc1ccccc1 | -14.0% | 7.1% | -2.2% | ? | 16.1% | -6.1 | 17.6
O=C(O)c1coc2ccccc12 | 7.8% | -4.3% | -2.4% | . | 23.8% | -1.5 | -7.4
CCOC(=O)c1cc(-c2ccc(C)cc2)n(CCC(=O)N2CCN(c3ccccn3)CC2)c1C | ? | 2.1% | 1.6% | ? | ? | 6.9 | -9.9
O=C(CCCC(=O)N1CCc2ccccc21)N1CCc2ccccc21 | 10.5% | 0.1% | 3.8% | 66.6%[activator] | -7.8% | -1.9 | -11.4
CCOC(=O)CNC(=O)c1c2c(nc3ccccc13)CCCC2 | 3.9% | 1.3% | -5.5% | . | 47.3%[activator] | -2.6 | -4.6
O=C1CC(N2CCCN(C3CC(=O)N(c4ccc(F)cc4)C3=O)CC2)C(=O)N1c1ccc(F)cc1 (stereo unspecified) | 10.8%&-11.0% | -1.2% | -9.2% | -2.2% | -2.0% | 3.9 | -5.2
CC(C)C[C@H](NC(=O)c1nc[nH]c1C(=O)N1CCN(c2ccccc2)CC1)C(=O)OCc1ccccc1 | 31.5%[activator][8.37 µM] | 0.2% | -6.7% | 45.9%[activator] | 23.2% | -2.8 | -13.6
COCC(=O)N1CCC(n2nnc3cc(C(F)(F)F)ccc32)CC1 | 10.4% | -5.0% | 0.7% | 5.22µM* | 19.8% | 5.9 | -4.4

Structural class: the compounds so far with a thiophene ring, fused or not.
SMILES | HCV inh | LmPK inhibitor | Tb PYK inh | Pf growth 96h | Pf growth 48h | Cycloheximide cs | Shiga toxin inh
CC(C)CCn1c(N)c(S(=O)(=O)c2cccs2)c2nc3ccccc3nc21 | ? | 4.4% | -6.0% | ? | ? | -2.7 | -2.6
O=C(c1sc2ccccc2c1Cl)N1CCC2(CC1)OCCO2 | 14.9% | 5.3% | -0.6% | -2.9% | 26.2% | 11.5* | 17.4

Next section.
SMILES | HCV inh | LmPK inhibitor | Tb PYK inh | Pf growth 96h | Pf growth 48h | Cycloheximide cs | Shiga toxin inh
O=C(NC1CCCCCC1)c1ccc(CS(=O)Cc2ccccc2Cl)o1 (stereo unspecified) | -5.3% | 1.8% | 3.3% | -18.7% | ? | 4.0 | 2.3
CCN(c1ccccc1)S(=O)(=O)c1ccc(C(=O)N(CCN(C)C)c2nc3c(F)cc(F)cc3s2)cc1 | . | -0.1% | . | ? | 49.6%[activator] | 12.6 | 26.7
O=C(O)c1cc2c(N3CCC(Cc4ccccc4)CC3)ncnc2s1 | 11.7% | 5.0% | 0.8% | 59.5%[activator] | 16.9% | -4.6 | 13.1
CCN(CC(=O)Nc1ccc(S(=O)(=O)N2CCCC2)cc1)CC(=O)Nc1cccc(OC)c1 | 7.2% | -13.1% | -6.3% | -17.0% | -15.8% | 1.7 | 2.1
Cc1ccc(S(=O)(=O)c2c(N)n(CC3CCOC3)c3nc4ccccc4nc23)cc1 (stereo unspecified) | -23.2% | 3.0% | -4.4% | 15.6% | ? | 1.5 | 4.8
O=C(COC(=O)c1cccs1)c1ccc2c(c1)OCCO2 | -13.5% | 12.6µM* | ? | 32.4%[activator] | . | -1.7 | -14.0
O=C(CCC(=O)N1CCSc2ccccc21)NCCc1ccccc1 | 1.7% | -5.8% | -0.4% | ? | 13.5% | -0.9 | 6.4
O=C(O)c1cc([N+](=O)[O-])ccc1NCc1ccccc1 | -7.7% | 3.7% | -11.1% | 19.0% | 13.8% | -1.8 | -2.4
COc1ccc(OCC(=O)Nc2ccc3c(c2)nc(CCN2CCC(C)CC2)n3C)cc1 | 16.1% | -11.3% | -0.3% | ? | ? | -9.9 | -7.1
Cc1ccnc(Sc2ccc([N+](=O)[O-])cc2[N+](=O)[O-])n1 | ? | -4.5% | 3.8% | ? | . | -6.0 | -16.0
O=C1NN=C(c2ccccc2)CC1c1ccc(Cl)cc1Cl (stereo unspecified) | -11.8% | 11.1% | -2.8% | ? | -11.6% | -4.0 | 15.7
O=C(O)CCCNC(=O)/C(=C\c1ccccc1F)NC(=O)c1ccccc1 | 21.2% | 1.0% | -4.2% | 12.4% | 61.8%[activator] | 5.3 | 20.1
C/C(=N\NC(N)=O)c1c(O)n(C)c(=O)n(C)c1=O | 15.0% | 2.3% | -6.9% | 1.4% | 11.2% | -2.7 | 8.0
CCOc1ccc(-n2c(SCC(=O)OC)nc3sc4c(c3c2=O)CCN(C)C4)cc1 | ? | 9.6% | 1.4% | 0.828µM* | 0.928µM* | -9.5 | 11.7
COc1ccccc1NS(=O)(=O)c1ccc(C(=O)NCC(c2ccco2)N(C)C)cc1 (stereo unspecified) | ? | . | -0.1% | -37.5% | -23.6% | . | .
COC(=O)C1CCN(C(=O)COC(=O)c2cc([N+](=O)[O-])ccc2N2CCOCC2)CC1 | -3.7% | . | -0.7% | ? | ? | . | .
O=S(=O)(O)CCN1CCOCC1 | 12.6% | 0.5% | -3.6% | ? | 40.5%[activator] | -2.7 | 10.1
COc1ccc(CN(C)C(=O)CSc2nnc(C3CC3)n2C2CC2)cc1 | 19.6% | . | -9.2% | -2.0% | -20.7% | . | .
Cc1c(C(=O)c2ccc(F)cc2)c2ccccn2c1CCc1ccccn1 | ? | 0.0% | -5.2% | 4.15µM* | 0.0% | 6.9 | 20.4
Cc1ccc(CC(CC(=O)O)C(=O)Nc2ccc(Cl)cc2)cc1 (stereo unspecified) | 10.3% | -3.2% | -0.2% | -28.6% | 16.1% | 2.3 | -6.9
CCOC(=O)N1CCC(NC(=O)c2cc(S(=O)(=O)N3CCCC3)cn2C)CC1 | 2.2% | 5.4% | 1.4% | 0.415µM* | 7.38µM* | -2.5 | -15.8
COc1ccc(C)cc1-n1nnnc1SCC(=O)N1CCC(C(=O)Nc2nccs2)CC1 | -1.4% | 5.6% | 6.1% | 1.65µM* | -59.8% | 9.2 | -9.4
O=C(CN1CCCCC1)NCCNC(=O)CN1CCCCC1 | -18.5% | 0.5% | -3.5% | . | 6.9% | -4.2 | -3.4
Cc1ccc(C)c(NC(=S)NNC(=S)Nc2ccc(C(C)C)cc2)c1 | 5.62µM* | 1.7% | -12.0% | 0.0% | ? | 31.0* | 50.1*
CCCc1n(CC)c2ccccc2[n+]1CC(O)COC1CCCCC1 (stereo unspecified) | -3.3% | -2.2% | -5.4% | 22.4% | ? | -3.0 | -3.9
Cc1ccc(C)c(NC(=O)c2c(Cl)nc3ccccn23)c1 | ? | -4.3% | 3.8% | -7.7% | 0.0% | -1.0 | -4.4
COc1ccccc1NC(=O)c1sc2nc(Cc3ccccc3)cc(C(F)(F)F)c2c1N | ? | 2.3% | -18.4% | . | ? | -0.8 | 26.1
C=CC1=C(C(=O)O)N2C(=O)C(NC(=O)Cc3ccccc3)C2SC1 (stereo unspecified) | 8.8% | 7.5% | 5.4% | . | 7.8% | 0.6 | 3.1
Cc1cccc(-c2n[nH]c(S(C)(=O)=O)c2C#N)c1 | -3.5% | -11.8% | 0.4% | 4.6% | 31.5%[activator] | -0.9 | 9.8
O=C(N/N=C/c1c[nH]c2ccccc12)c1ccccc1O | 7.8% | 1.7% | -4.5% | 11.7µM* | -19.7% | 29.2* | 46.2*
